Screening results: PubChem BioAssay, several laboratories
DNMT1 block = blocks human DNA methyltransferase DNMT1; P26358; DNMT1 molecular beacon, Hinp1I cleavage, fluorescence; inhibition (reported as % activation of signal), % at 10 µM; actives 0.83% (n = 360,000); AID 588458; in the data active = inhibition above about 50%
STEP block = inhibitors of human striatal-enriched phosphatase STEP | P54829 | recombinant STEP, OMFP fluorogenic substrate, fluorescence | inhibition, % at 20 µM | actives 0.25% (n = 360,000) | AID 588621;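 active = inhibition at 20 µM, scaled per plate between control wells, above about 37%, limit read from the data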;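 note: 0% = DMSO with enzyme and substrate and 100% = substrate only without enzyme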
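System: STEP (striatal-enriched tyrosine phosphatase) enzyme, cell-free; medium: Bis-Tris pH 6.0 buffer with DTT, detergent; dosing: 20 µM, 1% DMSO; times: reaction 20 min, ambient temperature; detection: fluorescence, 480/540 nm; read-out basis: normalized % inhibition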
SUMO1-SIM PPI = alters human SUMO1 binding to SIM partners; inhibition, % at 20 µM; AID 602429; actives 0.33% (n = 360,000); P63165; SUMO1 binding to a labelled peptide, TR-FRET, 1 h; in the data active = inhibition above about 37%
LMPTP block = blocks human LMPTP phosphatase. P24666. recombinant LMPTP-A, OMFP fluorogenic substrate, fluorescence intensity. inhibition, % at 20 µM. actives 0.22% (n = 360,000). AID 651560;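 active = compounds that cut the enzyme signal by at least half of the control window in the single-dose screen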;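 note: plate controls were DMSO wells with enzyme plus substrate for no effect and substrate without enzyme for full effect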
Target sequence (P24666 whole entry, looked up): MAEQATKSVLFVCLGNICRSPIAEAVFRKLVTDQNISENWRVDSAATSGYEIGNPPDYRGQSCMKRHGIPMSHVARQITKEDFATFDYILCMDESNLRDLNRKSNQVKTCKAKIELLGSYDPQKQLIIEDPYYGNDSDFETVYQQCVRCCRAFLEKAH
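Material: LMPTP-A; amount: 0.625 nM enzyme; doses: single 20 µM dose; times: reaction 50 min, room temperature, dark; technique: fluorescence intensity of OMFP turnover product; benchmarks: no-enzyme and uninhibited controls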
Scp1 inh = inhibitors of human Scp-1 phosphatase. Recombinant Scp1, phosphopeptide, malachite green phosphate absorbance. inhibition, % at 20 µM. actives 0.88% (n = 340,000);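 active = inhibition above about 50% at 20 µM, limit read from the data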;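 note: plate controls were DMSO wells with enzyme for no effect and wells lacking enzyme for full effect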
Target sequence (Q9GZU7 76-261 limits assumed): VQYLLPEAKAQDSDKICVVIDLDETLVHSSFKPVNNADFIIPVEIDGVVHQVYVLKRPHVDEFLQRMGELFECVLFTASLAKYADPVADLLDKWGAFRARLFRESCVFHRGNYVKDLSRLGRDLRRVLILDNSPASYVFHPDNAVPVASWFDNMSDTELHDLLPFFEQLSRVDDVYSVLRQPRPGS
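Incubation: 45 min enzyme reaction at room temperature / System: truncated SCP-1 phosphatase (76-261aa) / Reagent: Phospho 17-mer peptide substrate / Buffer or medium: Acidic Tris acetate buffer with magnesium and detergent / Signal: absorbance at 630 nm / Doses: one concentration, 20 µM, with 1.0% DMSO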
Rpn11 inh = Rpn11 (human) deubiquitinase inhibition; O00487; human 26S proteasome, Ub4-pepOG fluorescence polarization; 20S core pre-blocked with epoxomicin; calls only at 20 µM; actives 0.59% (n = 360,000);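 active = inhibition at 20 µM, scaled to each plate's controls, above about 33%, limit read from the data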
Target sequence (O00487 whole entry, looked up): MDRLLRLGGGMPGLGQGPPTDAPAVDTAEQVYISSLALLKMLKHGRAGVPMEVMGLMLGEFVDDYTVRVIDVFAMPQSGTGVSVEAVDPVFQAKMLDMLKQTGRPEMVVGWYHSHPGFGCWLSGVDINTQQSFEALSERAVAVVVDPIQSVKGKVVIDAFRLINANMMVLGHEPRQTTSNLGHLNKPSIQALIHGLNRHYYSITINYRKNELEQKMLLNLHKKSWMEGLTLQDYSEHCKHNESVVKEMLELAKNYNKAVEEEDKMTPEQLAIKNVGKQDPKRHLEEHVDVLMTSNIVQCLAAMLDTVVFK
MsrA inhibitor = inhibits bovine methionine sulfoxide reductase A. purified bovine MsrA, absorbance read-out. inhibition, % at 15.5 µM. actives 0.75% (n = 360,000). AID 651718; in the data active = inhibition above about 4.5%;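 note: 0% = vehicle wells with enzyme and 100% = reference inhibitor wells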
Tb MetRS inh = Trypanosoma brucei MetRS inhibition; inhibition, % at 11.9 µM; purified T. brucei MetRS, ATP depletion, Kinase-Glo luminescence; actives 0.4% (n = 360,000);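 active = inhibition above a per-plate cutoff of the control wells' mean inhibition plus 3 SD, cut at about 5.5% in these data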;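 note: 0% = DMSO wells median and 100% = median of wells with control inhibitor compound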
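Material – parasite MetRS enzyme · Medium – HEPES-MgCl2-KCl buffer plus DTT, spermine, BSA, pyrophosphatase · Reagent – ATP, methionine and E. coli bulk tRNA substrates · Times – 15 min enzyme-compound preincubation, 2 h reaction, 10 min detection, 25 °C · Measured by – luminescence of leftover ATP · Evaluation – percent inhibition relative to median high and low control wells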
CSN inh = inhibitors of human CSN-mediated cullin deneddylation. Q92905. Purified CSN, SCF-Nedd8-OG deneddylation, fluorescence polarization. actives 0.38% (n = 360,000). inhibition, % at 12.5 µM;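 active = pattern-corrected inhibition above about 35%, with an unprinted fluorescence ratio check between 0.5 and 1.5, limit read from the data, passing the limit was not always enough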;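 note: 0% = enzyme with substrate and 100% = substrate without enzyme; some results filed as inactive read as strong as hits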
Target sequence (Q92905 whole entry, looked up, one chain of several): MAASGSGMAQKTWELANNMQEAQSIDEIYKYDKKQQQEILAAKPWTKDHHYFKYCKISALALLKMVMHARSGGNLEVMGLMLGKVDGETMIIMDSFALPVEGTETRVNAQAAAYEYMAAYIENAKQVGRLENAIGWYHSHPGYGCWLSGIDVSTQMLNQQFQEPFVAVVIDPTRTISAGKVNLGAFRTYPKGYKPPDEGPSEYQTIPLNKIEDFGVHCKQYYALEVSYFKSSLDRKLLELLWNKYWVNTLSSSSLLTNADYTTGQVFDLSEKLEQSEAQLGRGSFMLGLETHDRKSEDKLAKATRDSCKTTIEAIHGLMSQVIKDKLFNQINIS
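Material: purified human Csn5 enzyme expressed in HEK293T cells / Medium: Tris buffer pH 7.5, NaCl, DTT, Tween-20, trehalose, ovalbumin / Compound dosing: 12.5 µM single point / Schedule: 90 min incubation of compound, enzyme and substrate at room temperature / Signal: fluorescence polarization of the substrate / Control set: no-enzyme wells high, enzyme-with-substrate wells low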
NadD inh = inhibitors of Staphylococcus aureus NadD | purified NadD enzyme, colorimetric absorbance read-out | inhibition, % at 20 µM | actives 0.78% (n = 360,000) | AID 602399; in the data active = inhibition above about 26%; note: some compounds past the cut are filed as inactive
Starred values were filed as active, the others as inactive; i = inactive; . = no result given.

1) C/C(=N\NC(=O)C(O)(c1ccccc1)c1ccccc1)c1ccc(NC(=O)CCCC(=O)O)cc1
2) Cc1ccc(-c2noc(CCC(=O)NCC3CCCO3)n2)cc1 (stereo not drawn)
3) O=C(CNc1ccc(F)cc1)N/N=C/c1c(O)ccc2ccccc12
4) COc1ccc(Nc2ccc([N+](=O)[O-])cn2)cc1
5) COC(=O)CCCNC(=O)c1ccc2nc(Cc3ccc(OC)cc3)oc2c1
6) Cc1ccc(NC(=O)C(C)OC(=O)CCN=C2NS(=O)(=O)c3ccccc32)cc1 (stereo not drawn)
7) CC1(C(=O)NS(=O)(=O)c2cccc(Cl)c2)CCN1C(=O)c1ccccc1 (stereo not drawn)
8) COCCOCCn1cnc2ccccc21

Compound	1	2	3	4	5	6	7	8
DNMT1 block	-1.8	-0.6	-11.8	-1.1	-0.1	-1.2	-3.8	-5.0
STEP block	1.2	-1.6	-1.8	1.0	2.9	0.3	-2.6	-0.6
SUMO1-SIM PPI	2.3	2.0	-4.4	-36.1	-4.1	-0.5	8.9	1.2
LMPTP block	-0.8	0.5	4.4	-0.2	0.3	0.4	-1.6	-0.3
Scp1 inh	-6.1	-0.3	-10.1	-7.3	-7.3	1.0	.	-4.3
Rpn11 inh	i	i	i	i	i	i	i	i
MsrA inhibitor	-0.6	-1.1	-0.7	2.3	-1.4	0.9	-0.7	0.3
Tb MetRS inh	-0.3	-0.3	2.4	-0.4	-1.1	-0.4	-0.3	-1.0
CSN inh	0.1	-2.1	7.5	-4.1	0.8	0.6	-5.3	-4.0
NadD inh	-3.5	0.4	-1.8	-0.1	-1.2	-1.3	-0.5	4.6

9) CN(C(=O)COC(=O)c1ccc2c(c1)OCO2)c1c(N)n(Cc2ccccc2)c(=O)[nH]c1=O
10) COc1ccc(CN(C)C(=O)c2cccc(Oc3ccccc3)c2)c(OC)c1OC
11) CCOC(=O)C1=C(C)N=c2s/c(=C\C(=O)OC)c(=O)n2C1c1ccc(OC)cc1 (stereo not drawn)
12) Cc1cc(C(=O)Nc2ccccc2N2CCCCC2)no1
13) CCOc1ccc2nc(SCC(=O)NCc3ccc4c(c3)OCO4)[nH]c2c1
14) c1ccc(NC2=NCCN2CC2CCC2)cc1
15) CCc1cc2c(SCC(=O)O)ncnc2s1
16) COc1ccccc1-c1nc(S(=O)(=O)c2ccccc2)c(N2CCCCC2)o1

Compound	9	10	11	12	13	14	15	16
DNMT1 block	1.1	-1.7	-11.7	-1.8	2.7	6.1	-0.1	1.4
STEP block	-1.5	-1.1	3.9	0.4	1.0	-2.8	3.7	0.9
SUMO1-SIM PPI	-1.7	2.4	0.3	5.1	1.3	0.9	3.4	-1.0
LMPTP block	-0.9	2.1	-2.2	2.7	-2.8	0.5	-0.8	-0.2
Scp1 inh	1.6	-9.0	-4.2	-3.8	-4.3	-3.5	-0.3	-4.7
Rpn11 inh	i	i	i	i	i	i	i	i
MsrA inhibitor	-0.4	-1.2	-0.3	1.0	1.5	-1.8	0.2	0.5
Tb MetRS inh	-0.3	0.0	-0.3	0.1	0.2	-0.2	-0.7	-0.7
CSN inh	5.4	-2.0	-1.7	0.2	6.4	-1.2	0.9	-2.8
NadD inh	-4.6	1.7	24.3	-1.9	9.1	-1.2	-4.6	-1.5

17) C[C@H](NC(=O)OCc1ccccc1)C(=O)N[C@@H](Cc1c[nH]c2ccccc12)C(=O)O
18) COC(=O)c1[nH]c2cc(OC)c(OC)cc2c1NC(=O)CN1C[C@H]2C[C@@H](C1)c1cccc(=O)n1C2
19) COc1ccc2nc(SCCN(C)C)[nH]c2c1
20) Cc1cccc(-n2c(CNC(=O)c3ccccc3)nnc2SCC(=O)Nc2nccs2)c1
21) CCN(CC)c1ccc(/C=C2\CCC(/C=C(\C#N)C(=O)Nc3ccccc3F)=C2N2CCOCC2)cc1
22) O=C(CSc1nnc(-c2n[nH]c3ccccc23)n1-c1ccccc1)Nc1ccccc1Cl
23) Cc1cc(NC(=O)CSc2nc(=O)cc(N)n2-c2ccc(Cl)cc2)no1
24) CCOC(=O)C1CCN(c2c(NCc3ccc(C(=O)Nc4ccc(C)cc4)cc3)c(=O)c2=O)CC1

Compound	17	18	19	20	21	22	23	24
DNMT1 block	-0.5	2.2	0.5	3.3	2.8	-7.9	0.8	-0.6
STEP block	0.8	1.8	0.8	2.4	9.4	-5.4	-1.2	1.2
SUMO1-SIM PPI	3.8	-1.8	1.1	-2.1	2.7	2.2	5.9	-0.9
LMPTP block	-0.7	-0.6	-1.8	-0.6	21.3	2.4	-0.3	0.2
Scp1 inh	-3.0	-6.3	-2.2	9.6	-1.1	-2.7	-3.9	-6.8
Rpn11 inh	i	i	i	i	i	i	i	i
MsrA inhibitor	0.2	3.1	-1.1	-0.2	0.9	0.2	-1.1	0.4
Tb MetRS inh	0.3	0.3	-0.2	-1.2	0.3	0.7	0.5	-0.6
CSN inh	-4.8	-1.9	1.6	1.1	15.6	-2.3	-3.7	1.2
NadD inh	-1.7	4.5	-2.1	0.6	15.6	5.5	-1.6	2.5

25) CC(OC(=O)CN1C(=O)NC(C)(C)C1=O)C(=O)c1ccccc1 (stereo not drawn)
26) COc1ccc(-c2c(O)c(C#N)c(-c3ccccc3)n(-c3ccc(OC)cc3)c2=O)cc1
27) COc1ccc(F)cc1S(=O)(=O)N1CC(C)CC(C)C1 (stereo not drawn)
28) O=C(CSc1nnc(Cc2ccccc2)n1-c1ccccc1)NNC(=O)Cc1ccccc1
29) O=P(c1ccccc1)(c1ccccc1)c1ccccc1C(Br)Br
30) Cc1ccc(S(=O)(=O)NC(C)C(=O)N2CCOCCOCCOCCOCC2)cc1 (stereo not drawn)
31) O=C(Cn1c(=O)n(Cc2ccco2)c(=O)c2ccccc21)NCC1CCCO1 (stereo not drawn)
32) Cc1nc2nc(-c3ccco3)[nH]n2c(=O)c1Cc1ccccc1

Compound	25	26	27	28	29	30	31	32
DNMT1 block	-0.2	-5.3	-0.7	1.5	0.2	-0.7	2.2	6.3
STEP block	-3.9	-1.7	-1.2	1.5	0.9	1.1	-2.5	2.2
SUMO1-SIM PPI	0.8	-0.8	-1.6	0.5	4.0	1.2	4.8	5.6
LMPTP block	-0.7	-1.6	-0.9	-3.8	0.7	-2.3	-0.1	-1.7
Scp1 inh	24.7	-5.5	-0.3	2.2	.	-7.9	-7.1	5.4
Rpn11 inh	i	i	i	i	i	i	i	i
MsrA inhibitor	-0.6	1.4	0.5	-0.5	0.6	0.9	0.9	1.6
Tb MetRS inh	5.0	0.3	-0.9	0.2	-0.3	0.3	-0.6	-1.8
CSN inh	-4.5	0.8	0.4	4.5	-0.7	1.9	-2.1	24.9
NadD inh	-1.8	6.0	-2.4	3.4	-4.6	-2.4	2.0	10.2

3 of these compounds in another layout:
Sequence of screens – DNMT1 block | STEP block | SUMO1-SIM PPI | LMPTP block | Scp1 inh | Rpn11 inh | MsrA inhibitor | Tb MetRS inh | CSN inh | NadD inh
(7) CC1(C(=O)NS(=O)(=O)c2cccc(Cl)c2)CCN1C(=O)c1ccccc1 (stereo not drawn)
  -3.8 | -2.6 | 8.9 | -1.6 | . | i | -0.7 | -0.3 | -5.3 | -0.5
(12) Cc1cc(C(=O)Nc2ccccc2N2CCCCC2)no1
  -1.8 | 0.4 | 5.1 | 2.7 | -3.8 | i | 1.0 | 0.1 | 0.2 | -1.9
(26) COc1ccc(-c2c(O)c(C#N)c(-c3ccccc3)n(-c3ccc(OC)cc3)c2=O)cc1
  -5.3 | -1.7 | -0.8 | -1.6 | -5.5 | i | 1.4 | 0.3 | 0.8 | 6.0

Additional records.
33) CCOc1ccc(NS(=O)(=O)c2cc3c4c(c2)CCN4C(=O)CC3)cc1
34) CCOc1ccc2c(c1)c(N=NC(N)=S)c(O)n2C
35) CCOc1ccc(CCN2C(=O)C(=O)N([C@@H](CC(C)C)CN3CCC[C@@H]3CN3C(=O)C(=O)NC[C@@H]3CC(C)C)C[C@@H]2Cc2ccccc2)cc1
36) O=C(COC(=O)C1CC2CCCC(C1)C2=O)NC1CCCCC1 (stereo not drawn)
37) Cc1cccc(Nc2cc(=O)[nH]c(=O)[nH]2)c1
38) CCn1c(=O)n(-c2ccc(Cl)cc2)c(=O)c2c3c(sc21)COC(C)(C)C3
39) CCCCc1nnc(SCCSc2nnc(CCCC)n2N)n1N
40) Oc1ccc(/C=N/N(Cc2ccccc2)c2ccccc2)cc1

Compound	33	34	35	36	37	38	39	40
DNMT1 block	-3.7	-0.7	-5.8	-0.1	-3.2	4.2	-0.3	-1.4
STEP block	0.1	2.3	0.1	-1.1	3.9	3.4	2.2	-6.9
SUMO1-SIM PPI	-3.8	-8.4	1.9	-2.1	3.5	0.6	-0.6	-6.7
LMPTP block	-0.1	-1.3	-0.4	-0.6	-2.6	-1.2	-0.9	0.4
Scp1 inh	-5.7	-7.4	.	-9.8	9.2	-1.2	-8.4	-7.4
Rpn11 inh	i	i	i	i	i	i	i	i
MsrA inhibitor	-0.1	1.8	-0.1	-0.2	-0.2	-0.9	-0.6	0.7
Tb MetRS inh	-0.1	-0.5	0.2	0.2	-0.2	-1.5	-0.2	-0.5
CSN inh	-6.6	-7.0	-2.0	-2.5	4.1	-0.1	2.3	0.5
NadD inh	-5.3	-5.9	6.2	0.4	-1.2	-0.3	-1.5	-4.5

41) Cn1c(=O)c2c(nc(NCCNC(=O)c3ccco3)n2Cc2ccc(Cl)cc2Cl)n(C)c1=O
42) CCN1C(=O)[C@H]2[C@@H](c3ccc(C)cc3)N3C(=O)N(c4cccc(F)c4)C(=O)[C@@]3(CC)[C@H]2C1=O
43) C[C@@H]1CC2OC(=O)[C@@]3(C)C(=O)CC[C@@](C)(C23)[C@@]1(O)CCc1ccoc1 (stereo partly drawn)
44) COc1ccc([C@H]2N[C@]3(CCCN(CC4CCCCC4)C3=O)[C@H]3C(=O)N(Cc4ccccc4)C(=O)[C@@H]23)cc1
45) COc1cccc(Nc2nc(C)nc3c2oc2ccccc23)c1

Compound	41	42	43	44	45
DNMT1 block	-0.8	1.8	-3.0	-5.0	5.0
STEP block	-0.4	-0.5	-2.4	-1.9	0.2
SUMO1-SIM PPI	0.1	-4.1	1.3	0.6	5.0
LMPTP block	-0.7	-1.0	-0.3	-1.4	-1.4
Scp1 inh	-4.5	-3.0	-3.4	.	-6.0
Rpn11 inh	i	i	i	i	i
MsrA inhibitor	2.3	0.8	0.2	-0.2	2.5
Tb MetRS inh	-0.4	0.3	-0.7	0.6	-0.4
CSN inh	-2.4	1.8	2.4	2.1	-0.5
NadD inh	2.0	-5.2	-4.3	2.3	-2.3

This is a random part of the collection. About 3.9% of those tested had a hit in this group.
